CaV13 FRET inh = Primary screen for inhibitors of IQ motif and Ca2+-dependent inactivation inhibitor domain binding in CACNA1D, Förster resonance energy transfer in living cells, …. AID 743397. actives 0.098% (n = 340,000). HEK cells, CFP/YFP FRET ICDI-IQ, plate reader, 10 min; percent FRET-ratio fall versus neutral wells. inhibition, % at 12.3 µM;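 active = mean replicate inhibition of at least 30% and at least 1% of replicates passing that level; inconclusive = only one of the two criteria is met; inactive = neither criterion is met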;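 note: 0% = median of the neutral control wells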
HIF-2a block = HIF-2a reporter inhibitors, primary screen, luminescence, 786-0 RCC cells; 786-0 RCC cells HIF-2a reporter, luciferase luminescence, overnight; inhibition, % at 18.8 µM; actives 0.72% (n = 360,000);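 active = inhibition of the luminescence signal of 40% or more relative to plate controls, in a single-dose primary screen at 18.75 µM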
NR2E3 ag-1 = inhibitors of NR2E3-RetCOR corepressor binding, primary screen, NR2E3 agonist project, biochemical, TR-FRET, GST-NR2E3, biotin-RetCOR; 1536-well; inhibition of corepressor binding, % at 4.78 µM; actives 0.12% (n = 320,000); AID 2300, 2010;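 active = percent inhibition above the cutoff of mean plus 3 SD of all tested compounds, set per screening campaign, cut at about 20% in these data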;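 note: 0% = DMSO wells and 100% = biotin wells as full block of FRET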
Target sequence (Q9Y5X4 whole entry, looked up): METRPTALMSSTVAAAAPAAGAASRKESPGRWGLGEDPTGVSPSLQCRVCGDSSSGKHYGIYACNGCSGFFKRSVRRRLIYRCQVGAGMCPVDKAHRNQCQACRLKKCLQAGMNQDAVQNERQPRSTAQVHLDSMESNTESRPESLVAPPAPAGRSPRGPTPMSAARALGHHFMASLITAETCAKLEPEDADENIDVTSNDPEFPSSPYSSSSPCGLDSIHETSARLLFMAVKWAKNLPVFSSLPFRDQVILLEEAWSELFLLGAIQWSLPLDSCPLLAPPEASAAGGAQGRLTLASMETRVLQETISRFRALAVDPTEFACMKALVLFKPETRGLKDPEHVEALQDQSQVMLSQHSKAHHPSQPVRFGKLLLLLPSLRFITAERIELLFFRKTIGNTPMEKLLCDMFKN
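Material: NR2E3–RetCOR corepressor complex / Amount: 1.35 nM GST-NR2E3 / Medium: Tris pH 7.5 / Compound: single nominal compound dose of 4.8 µM / Incubation: 5 h at 4 °C / Technique: TR-FRET, Eu(K)-anti-GST donor, streptavidin-D2 acceptor, ex 340, em 617/671 nm / Read-out basis: percent loss of FRET ratio relative to control wells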
Peg3 prom inh = Peg3 promoter-driven luciferase inhibitors, primary screen, cell-based, HeLa, luciferase luminescence; HeLa PEG-Prom luciferase reporter, overnight; inhibition, % at 20 µM; actives 1.7% (n = 360,000);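 active = inhibition of at least 50% at 20 µM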
PDI inh = inhibitors of human PDI, primary screen, biochemical, turbidity, single point, plate reader | Protein disulfide-isomerase (Homo sapiens), P07237 | PDI insulin aggregation turbidity, A650, 90 min | inhibition, % at 10 µM | actives 0.052% (n = 350,000);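 active = mean inhibition across replicates of 30% or more, whatever share of single replicates reach that level; inconclusive = mean inhibition below 30% while every single replicate reaches 30%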;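 note: absorbance from insulin aggregation driven by PDI reduction with DTT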
Target sequence (P07237 whole entry, looked up): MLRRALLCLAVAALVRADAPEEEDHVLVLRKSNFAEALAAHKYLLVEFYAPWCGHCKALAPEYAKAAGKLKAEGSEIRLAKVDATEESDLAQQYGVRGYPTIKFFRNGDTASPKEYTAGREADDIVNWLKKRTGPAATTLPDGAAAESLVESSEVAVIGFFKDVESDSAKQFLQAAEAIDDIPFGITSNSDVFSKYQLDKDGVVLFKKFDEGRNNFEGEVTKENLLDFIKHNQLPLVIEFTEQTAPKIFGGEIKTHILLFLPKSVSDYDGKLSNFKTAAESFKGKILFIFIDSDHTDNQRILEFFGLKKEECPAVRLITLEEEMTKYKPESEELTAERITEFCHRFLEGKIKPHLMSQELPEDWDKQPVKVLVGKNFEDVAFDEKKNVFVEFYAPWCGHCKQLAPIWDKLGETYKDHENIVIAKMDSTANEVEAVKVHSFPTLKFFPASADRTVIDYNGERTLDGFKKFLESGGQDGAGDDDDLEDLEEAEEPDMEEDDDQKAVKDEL
Shn3 3UTR inh = reduction of Shn3 3'UTR firefly luciferase signal, primary screen, Schnurri-3 inhibitor project, cell-based, Clone20 osteoblasts, set 2. Clone20 osteoblast Shn3 3'UTR firefly luciferase, 24 h. inhibition, % at 12.5 µM. actives 0.52% (n = 360,000). AID 588674, 2011;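 active = mean inhibition of at least 75% with every replicate also reaching 75%; inconclusive = mean inhibition at least 75% but some replicate below; inactive = mean inhibition below 75%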;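 note: 0% = median of neutral control wells and 100% = pilot-screen positive control compound; some compounds past the cut are filed as inactive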
CF NFkB inh = inhibitors of PAF-induced NF-kB signaling, primary screen, cell-based, GFP fluorescence, uHTS | KKLEB NF-kB-GFP reporter, GFP fluorescence overnight | inhibition, % at 5 µM | actives 0.86% (n = 360,000);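 active = at least 50% inhibition at 5 µM, scaled per plate between neutral and stimulator controls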;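 note: PAF is a Pseudomonas aeruginosa culture filtrate used as stimulus; plate controls were PAF-stimulated DMSO wells for no effect and unstimulated DMSO wells for full effect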
NR2E3 ag-2 = NR2E3 agonists in two-hybrid cells, primary screen, cell-based, luminescence, CHO-S, Gal4-NCOR/VP16-NR2E3; Photoreceptor-specific nuclear receptor (Homo sapiens), Q9Y5X4; luciferase; inhibition of corepressor binding, % at 3.98 µM; actives 0.35% (n = 360,000); AID 602229, 2012;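 active = inhibition above the mean of all tested compounds plus 3 SD, cut at about 70% in these data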;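 note: 0% = DMSO with NR2E3 transfected cells and 100% = cells lacking NR2E3 construct; higher means lower luciferase signal from less NR2E3 corepressor binding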
MITF TRPM1 inh = inhibitors of MITF-dependent TRPM1 promoter reporter, primary screen, cell-based, SK-MEL-5, single point, luciferase; SK-MEL-5 TRPM1 promoter luciferase, 24 h; actives 0.83% (n = 330,000); inhibition, % at 12.5 µM;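 active = mean inhibition across replicates of 60% or more, whatever share of single replicates reaches that level; inconclusive = some that reach 60%, reason not given; inactive = mean inhibition across replicates below 60%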; note: values of inactives mirror those of a sister screen read the other way
KKLEB tox = cytotoxicity in KKLEB CF airway cells, primary screen, cytotoxicity control for CF NF-kB inhibitor project, cell-based, uHTS, fluorescence assay plates | KKLEB CF airway cells viability, ATPlite luminescence, overnight; stronger effect = lower value; cells stimulated with P. aeruginosa culture filtrate | actives 0.36% (n = 360,000) | activity change (cytotoxicity), % at 5 µM;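 active = corrected activity change at or below -50% at 5 µM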
Vif inh = HIV Vif self-association inhibitors, primary screen, imaging, HEK293T, single point. HEK293T cells, Vif self-association by quenched fluorescence, 24 h. inhibition, % at 7.49 µM. actives 0.35% (n = 340,000). AID 602346, 2012; in the data active = inhibition above about 50%, passing the limit was not always enough; inconclusive = no clear call, values can overlap the other calls; inactive = below about 31%; note: some results filed as inactive read as strong as hits
Starred values were filed as active, the others as inactive; ? = inconclusive; . = not tested or not shown; & = joins results of further samples; ! = not active in a repeat.

SMILES	CaV13 FRET inh	HIF-2a block	NR2E3 ag-1	Peg3 prom inh	PDI inh	Shn3 3UTR inh	CF NFkB inh	NR2E3 ag-2	MITF TRPM1 inh	KKLEB tox	Vif inh
Cc1nn(Cc2ccccc2)c(=O)n1N(C)c1ncc(C(F)(F)F)cc1Cl	-3	14	3	9	-5	4	4	-1	-10	-4	-7
CCCCOC(=O)Nc1cccc(C(=O)OCC)c1	.	-93	1	-154	1	-9	4	-170	-24	-10	-6
COc1ccc(OC)c(NC(=O)C2CCCCC2C(=O)O)c1 (configuration not stated)	.	8	-2	0	-7	-11	6	-28	5	-4	0
CCCCN(C(=O)c1cccc(N2C(=O)c3ccccc3C2=O)c1)c1c(N)n(CC(C)C)c(=O)[nH]c1=O	-6	2	5	-1	9	-14	-4	-24	4	-1	2
O=C(NCCCN1CCOCC1)c1ccc2nc(Cc3ccccc3F)oc2c1	.	-49	.	-45	-1	-19	-1	-38	-4	-8	1
CC(=O)c1c(C)[nH]c(C(=O)OCn2nnc3ccccc3c2=O)c1C	-3	-11	3	-8	-6	21	1	-19	16	0	3
Cc1ccc(C(=O)NC(=O)CSc2nncn2C)cc1	-4	13	4	11	-1	6	-11	-21	-5	5	11
c1ccc(CN2CCC(Nc3ncnc4sccc34)CC2)cc1	1	18	3	-12	0	14	4	-7	-3	4	1
C=CCn1c(SCC(=O)NCCCC)nc2scc(-c3ccco3)c2c1=O	.	21	2	20	-2	3	-3	-28	6	5	5
COC(=O)c1cc(-c2ccc(S(=O)(=O)N3CCCC3)cc2)c(C(F)(F)F)s1	-20	10	4	12	-12	4	9	-4	2	-11	-10
Cc1cccc(C(=O)Nc2ccc(N3CCN(C(=O)c4ccco4)CC3)cc2)c1	-2	-10	4	-22	-19	19	-6	10	-8	11	-6
Cc1ccc(C)c(N(CC(=O)NCc2ccco2)C(=O)CNS(=O)(=O)c2ccccc2)c1	-4	14	-1	4	6	20	3	-29	-6	5	10
O=C(NC(=S)Nc1ccc2[nH]c(=O)[nH]c2c1)c1cncc(Br)c1	-2	5	-3	8	-7	-16	3	5	-1	3	7
COC(=O)c1ccc(C(=O)OC)c(NC(=O)CCS(=O)(=O)Cc2ccccc2)c1	-5	14	0	12	3	-9	-19	-27	3	7	-6
CN(CCCC(=O)Nc1ccncc1)S(=O)(=O)c1ccc(Cl)cc1	-3	20	-1	7	-5	79	8	34	8	-8	-16
COCCOC(=O)C1=C(C)NC(=O)NC1c1cc2c(cc1Br)OCO2 (configuration not stated)	-4	12	6	0	-18	7	-27	-12	-7	-3	-9
c1ccc(CCN(Cc2ccccc2)Cc2nc(C3CC3)no2)cc1	-16	-4	-1	2	1	15	17	-17	-2	-11	-3
O=C1N(Cc2cccnc2)C[C@@H]2C[C@@H](c3cccc(OCc4ccccc4)c3)N3CCC[C@@]123	-1	3	0	13	-3	13	-2	11	5	-3	0
CCOc1ccc(C)cc1S(=O)(=O)NC1CCCCC1	.	15	2	9	-6	-11	-3	-4	-3	4	3
O=S(=O)(NCc1nc2ccccc2[nH]1)c1ccccc1	-6	-12	-3	-9	7	-4	8	-9	-4	-2	-5
CCCCc1c(O)nc(SCC(=O)NCC2CCCO2)[nH]c1=O (configuration not stated)	-1	8	1	-1	-11	0	-11	-21	-6	3	11
CC(=O)C1=C(O)C(=O)N(c2ccc(F)cc2)C1c1ccc(C)cc1 (configuration not stated)	-4	12	1	-4	7	12	-9	4	-1	2	-23
S=C(Nc1ccc(Br)cc1)N1CCN(c2ccccn2)CC1	10	17	-2	7	0	13	10	11	1	6	-13
CC1CCN(C(=O)C2CCN(c3nnc(-n4cccc4)s3)CC2)CC1	-2	3	-1	-15	-5	4	-25	-9	7	8	-5
COc1cccc(NC(=O)N2CCN(c3ccc(C(F)(F)F)cn3)CC2)c1	-7	6	5	2	0	6	2	-24	7	3	-10
(listing goes on)
SMILES	CaV13 FRET inh	HIF-2a block	NR2E3 ag-1	Peg3 prom inh	PDI inh	Shn3 3UTR inh	CF NFkB inh	NR2E3 ag-2	MITF TRPM1 inh	KKLEB tox	Vif inh
COc1cccc(NC(=O)CN(C)C(=O)c2c(C)noc2C)c1	-1	-7	2	4	3	16	1	-31	3	14	10
Cc1ccc(/C(O)=C2\C(=O)C(=O)N(C)C2c2ccc(F)cc2)cc1 (configuration not stated)	-4	0	.	-3	-1	13	-16	-5	12	28	10
CC(=O)c1c(C)[nH]c(C(=O)COC(=O)CNS(=O)(=O)c2ccccc2)c1C	-4	-1	-4	4	-1	2	5	-15	1	-4	-1
Nc1nnc(CC(=O)N/N=C/c2cc([N+](=O)[O-])cc(Br)c2O)s1	-4	11	0	-8	-10	18	15	-19	0	-8	-12
CCc1ccc2oc(-c3ccc(NC(C)=O)cc3)nc2c1	-5	-200	-1	-329	-5	-3	8	-172	-27	1	-6
COCCNc1nc(NC(C)C)nc2ccsc12	-4	14	.	1	-7	-8	-11	-4	.	9	-5
O=C(NCc1cccnc1)c1cccs1	-5	7	-3	3	-7	3	-14	-10	-1	-6	-2
COc1ccc(CN2CNc3c(c(=O)n(C)c(=O)n3C)C2)cc1	-4	16	0	15	1	8	-14	-30	-16	8	6
CN(C(=O)COC(=O)CCc1nc2ccccc2c(=O)[nH]1)C1CCS(=O)(=O)C1 (configuration not stated)	2	10	2	6	3	-3	1	1	-3	-8	2
CN(C)c1ccc(N=Nc2ccc3ncccc3c2)cc1	-3	-105	.	-180	0	-6	-38	-106	-12	-38	-16
CC(=O)c1cccc(S(=O)(=O)N2CCCC(c3nc4c(nnn4Cc4ccc(C)cc4)c(=O)[nH]3)C2)c1 (configuration not stated)	-7	-1	5	31	4	10	19	5	3	-5	-4
COc1ccc(C(=O)NCC(=O)N/N=C(\C)Cc2ccccc2)cc1	-7	7	0	11	7	-5	7	-6	8	-1	-24
C=CC[C@H](CC(=O)N[C@H](CO)Cc1ccccc1)C(=O)N[C@@H](COC(=O)[C@@H](CC=C)Cc1ccc(F)cc1)Cc1c[nH]c2ccccc12	-11	4	.	41	21	-19	12	-19	17	8	-3
O=C(CSc1nc2c(cnn2-c2ccc(F)cc2)c(=O)[nH]1)N1CCCCC1	-8	15	0	15	-4	-50	16	-16	1	-7	.
Cc1ccc(C(=O)Nc2ccccc2C(=O)NCc2ccccc2)cc1	.	-21	-2	-4	-7	18	5	-19	6	-7	-4
COc1cccc(-n2c(SCC(=O)NCC3CCCO3)nc3c(c2=O)SCC3)c1 (configuration not stated)	-5	9	4	10	8	-8	3	-21	-5	13	-2
O=S(=O)(c1cc(F)ccc1F)N1CCN2CCCC2C1 (configuration not stated)	-5	16	8	-6	-4	-2	-2	-20	7	-14	-3
CCCNc1nc(N2CCOCC2)nc(N2CCOCC2)n1	-10	2	0	14	3	-11	0	0	14	-2	9
COc1ccc(C2=NOC3(CC(=O)N(c4ccc(Cl)cc4)C3=O)C2)c(OC)c1 (configuration not stated)	-7	11	2	12	2	-7	-2	-3	7	5	-6
COc1ccc(CC(=O)NC(C)c2nnc(SCC(=O)Nc3ccccc3)n2C)cc1 (configuration not stated)	3	6	4	10	1	-34	-28	5	2	4	2
CCOC(=O)CCNC(=O)CCNC(=O)C(c1ccccc1)c1ccccc1	-5	15	-3	0	2	-4	20	5	8	-13	2
COc1cc(NC(=O)c2cncc(-c3ccc(C#N)cc3)c2)cc(C(=O)Nc2cccc(C(F)(F)F)c2)c1	-5&-5	14&13	-1	56*!	3&13	81&31	-21&-39	18&-12	71*	5&8	-2&-2
C#CC(C)(CC)NC(=O)c1cc2nc(C3CC3)cc(C(F)(F)F)n2n1 (configuration not stated)	-6	-98	0	-68	-5	6	-3	-30	-49	-7	4
CCOCCCNC(=O)CSc1ccccc1	.	1	0	-6	-5	-24	-20	18	-12	-1	?
Cc1ccccc1/C=C/C(=O)NCC(=O)N1CCC(N(C)C2CCCCC2C)CC1 (configuration not stated)	-16	6	3	14	-2	-11	-10	3	-3	7	-2
New compounds follow:
SMILES	CaV13 FRET inh	HIF-2a block	NR2E3 ag-1	Peg3 prom inh	PDI inh	Shn3 3UTR inh	CF NFkB inh	NR2E3 ag-2	MITF TRPM1 inh	KKLEB tox	Vif inh
COC(=O)CNC(=O)C1CC(=O)N(CCc2ccc(F)cc2)C1 (configuration not stated)	-20	22	3	-4	-10	-18	0	1	10	-5	-2
COc1ccc(-c2[nH]ncc2CN(CC2CCC(=O)N2)C(C)C)cc1F (configuration not stated)	-14	4	-3	9	-2	-9	-3	8	-5	-3	-3
Cc1ccc(-c2nn(-c3ccccc3)cc2/C=C(\C#N)c2cccc(C#N)c2)o1	.	-5	3	10	5	14	-4	-25	-4	6	11
CCOC1=C2CN(S(=O)(=O)c3ccc(C)cc3)[C@@H](c3ccc(CC)cc3)C[C@H]2[C@H]2C(=O)N(c3ccccc3)C(=O)[C@H]2C1	-6	-3	.	-1	.	16	9	-17	.	8	26
COc1cc2oc(=O)cc(C)c2c(OC)c1OC	-19	8	3	-8	9	4	10	18	10	-5	?
CCOc1ccc(C(=O)OCC(=O)N(Cc2ccccc2)Cc2ccccc2)cc1OC	-16	4	0	27	-1	4	7	-4	0	-6	-1
Cc1cccc(N2CCN(C(=O)c3ccc(Cl)c(NC4=NC5CS(=O)(=O)CC5S4)c3)CC2C)c1 (configuration not stated)	-7	2	1	23	1	25	-8	28	-6	4	9
CC(C)Oc1ccc(C(=O)Nc2ccc(N3CCN(C(=O)c4ccco4)CC3)cc2)cc1	-7	8	0	21	7	24	-8	0	0	9	-6
CSCC[C@H](NC(=O)N1CCn2c1nc1ccccc12)C(=O)N[C@H](Cc1ccccc1)C(=O)O	.	9	4	-9	.	15	19	-21	6	-6	-4
COc1ccc(Nc2ccc(N3C(=O)CC(C)C3=O)cc2[N+](=O)[O-])cc1OC (configuration not stated)	4	17	0	17	2	-4	16	8	1	-3	8

Compound activity deposited in PubChem by several laboratories.
